High-throughput results from PubChem BioAssay.
PAFAH1B2 inh – inhibitors of human PAFAH1B2; inhibition, % at 3.39 µM; P68402; actives 1.2% (n = 340,000); AID 492953; recombinant PAFAH1B2, FP-rhodamine activity probe, fluorescence polarization;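 active = inhibition above the mean of all tested compounds plus 3 SD, cut at about 24% in these data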;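 note: 0% = enzyme with DMSO and 100% = wells lacking PAFAH1B2; many of its hits are not listed in these tables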
PREPL inhibitor – inhibits the human prolyl oligopeptidase-like enzyme | Q4J6C6 | recombinant PREPL, fluorescence polarization activity-based probe | inhibition, % at 5.96 µM | actives 0.68% (n = 320,000) | AID 2751; in the data active = inhibition above about 43%;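 note: 0% = enzyme with DMSO and 100% = wells lacking enzyme; many of its hits are not listed in these tables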
pPAFAH inh – pPAFAH (human) enzyme inhibition. recombinant pPAFAH, FP-rhodamine probe fluorescence polarization. inhibition, % at 3.39 µM. Q13093. actives 1.5% (n = 330,000);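 active = inhibition above the mean inhibition across the screen plus 3 SD, cut at about 25% in these data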;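 note: inhibitors block binding of the rhodamine activity-based probe so polarization drops; 0% = enzyme with DMSO and 100% = wells lacking pPAFAH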
GSTO1 inh – blocks human GSTO1 in RBBP9 counter-screen; recombinant GSTO1, activity-based probe fluorescence polarization; P78417; inhibition, % at 5.96 µM; actives 1.1% (n = 300,000); AID 1974;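 active = inhibition above the campaign mean inhibition plus 3 SD, cut at about 35% in these data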;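 note: 0% = GSTO1-1 with DMSO and 100% = wells lacking GSTO1-1 enzyme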
LYPLA1 inh – blocks human lysophospholipase 1, a PME1 counter-screen | O75608 | recombinant LYPLA1, FP-Rh probe fluorescence polarization | inhibition, % at 5.9 µM | actives 0.16% (n = 320,000);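 active = inhibition above the mean of all tested compounds plus 3 SD, set per campaign, cut at about 14% in these data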;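 note: inhibitors block serine hydrolase probe labeling of LYPLA1 so polarization falls; 0% = enzyme with DMSO and 100% = wells lacking LYPLA1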
Target sequence (O75608 whole entry, looked up): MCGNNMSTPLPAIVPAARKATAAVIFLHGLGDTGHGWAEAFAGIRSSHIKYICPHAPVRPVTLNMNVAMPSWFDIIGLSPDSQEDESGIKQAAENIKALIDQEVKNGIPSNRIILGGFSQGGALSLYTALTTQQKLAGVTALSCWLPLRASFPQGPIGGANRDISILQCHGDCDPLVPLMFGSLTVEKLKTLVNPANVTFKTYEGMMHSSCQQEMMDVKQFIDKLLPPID
PAFAH2 inh – inhibitors of human PAFAH2; Q99487; recombinant PAFAH2, FP-rhodamine activity probe, fluorescence polarization; inhibition, % at 3.39 µM; actives 0.99% (n = 340,000); AID 492956;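 active = inhibition above the mean over all tested compounds plus 3 SD, cut at about 30% in these data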;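 note: inhibitors block probe labeling of enzyme so polarization drops; 0% = enzyme with DMSO and 100% = wells lacking PAFAH2 protein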
PAD4 inh – PAD4 (human) enzyme inhibition; recombinant PAD4, RCA probe fluorescence polarization; inhibition, % at 6.36 µM; actives 0.41% (n = 330,000); Q9UM07; AID 485272;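 active = percent inhibition above a cutoff equal to the mean of all tested compounds plus 3 SD, cut at about 15% in these data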;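 note: 0% = PAD4 with RCA probe and DMSO and 100% = probe without PAD4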
Target sequence (Q9UM07 whole entry, looked up): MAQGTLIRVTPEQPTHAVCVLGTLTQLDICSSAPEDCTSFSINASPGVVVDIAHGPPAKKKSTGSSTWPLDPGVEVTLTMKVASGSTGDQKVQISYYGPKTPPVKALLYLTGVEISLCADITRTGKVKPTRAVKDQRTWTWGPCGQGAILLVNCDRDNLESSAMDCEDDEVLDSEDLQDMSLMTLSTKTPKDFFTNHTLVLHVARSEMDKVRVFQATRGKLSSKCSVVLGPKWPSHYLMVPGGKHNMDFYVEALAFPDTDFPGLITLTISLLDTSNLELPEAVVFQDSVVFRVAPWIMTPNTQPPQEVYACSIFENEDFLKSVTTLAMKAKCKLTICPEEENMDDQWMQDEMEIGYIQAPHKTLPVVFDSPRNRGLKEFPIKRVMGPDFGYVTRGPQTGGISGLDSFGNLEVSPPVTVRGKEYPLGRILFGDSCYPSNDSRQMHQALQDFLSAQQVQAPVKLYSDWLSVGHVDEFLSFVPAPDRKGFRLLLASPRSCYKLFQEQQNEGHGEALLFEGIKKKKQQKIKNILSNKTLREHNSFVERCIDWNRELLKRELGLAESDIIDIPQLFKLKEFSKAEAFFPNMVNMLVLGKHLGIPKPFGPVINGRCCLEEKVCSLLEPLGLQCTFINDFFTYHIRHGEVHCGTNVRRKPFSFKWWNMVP
PAFAH1B3 FP inh – PAFAH1B3 (human) inhibition; recombinant PAFAH1B3, FP-rhodamine probe, fluorescence polarization; actives 0.28% (n = 340,000); inhibition, % at 3.39 µM; AID 492972; Q15102;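 active = inhibition above the screen-wide average of all tested compounds plus 3 SD, cut at about 25% in these data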;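 note: 0% = enzyme with DMSO only and 100% = wells lacking PAFAH1B3 protein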
LYPLA2 counter – LYPLA2 (human) inhibition in PME1 counter-screen; recombinant LYPLA2, FP-Rh probe fluorescence polarization; inhibition, % at 5.9 µM; actives 0.38% (n = 320,000);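 active = inhibition above the screen-wide mean plus 3 SD, limit set per campaign, cut at about 26% in these data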;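 note: 0% = LYPLA2 with DMSO and 100% = wells lacking LYPLA2 enzyme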
* marks the source's active call; other numbers are inactive results; x = not tested or not shown. These rows are one share of the data. The share of hits here may be higher or lower than overall.

SMILES | LYPLA2 counter | PAFAH1B2 inh | pPAFAH inh | PREPL inhibitor | GSTO1 inh | PAD4 inh | LYPLA1 inh | PAFAH1B3 FP inh | PAFAH2 inh
O=C(Cn1nc(C(=O)O)c2ccccc2c1=O)c1c[nH]c2ccccc12 | -24 | -6 | -4 | -6 | -4 | -8 | -16 | -10 | -2
CCn1c(SCC(=O)Nc2ccc(OC)cc2)nnc1-c1ccco1 | -4 | 4 | -4 | 14 | -2 | 3 | -1 | 4 | 4
CCN1CCN(S(=O)(=O)c2ccc(OC)c3ccccc23)CC1 | -1 | 2 | 6 | -5 | 9 | -2 | -3 | 2 | 2
CC(C)CC(COCc1cccc(C(F)(F)F)c1)N1CCN(C(=O)c2cccc(C(F)(F)F)c2)CCC1=O (centres undefined) | 2 | 12 | 7 | 18 | -2 | 0 | 3 | 7 | 17
Cc1csc(NC(=O)CCN2C(=O)c3ccccc3S2(=O)=O)n1 | -2 | 4 | -3 | 3 | 12 | -2 | 1 | 11 | 3
COC(=O)C1=CO[C@@H](C)[C@H]2CN3CCc4c([nH]c5ccccc45)[C@@H]3C[C@H]12 | 0 | 0 | 3 | 24 | 0 | -2 | 1 | -4 | -1
Cc1oncc1C(=O)Nc1cccc(C#N)c1 | 8 | 5 | -5 | 8 | 4 | 1 | 2 | 9 | -10
CCOc1ncccc1C(=O)N1CCN(S(=O)(=O)c2cccs2)CC1 | 3 | 4 | -8 | 14 | x | 6 | -3 | 7 | -4
Cc1ccc(SCc2c(C(=O)N/N=C/C3CC=CCC3)nnn2-c2nonc2N)cc1 (centres undefined) | -2 | 1 | 3 | -5 | -4 | 1 | 1 | 5 | 7
CCCCCCSc1cccc(-c2nc3ccccn3c2NCc2ccccc2)c1 | x | 4 | 10 | 12 | x | 0 | x | -3 | -14
COc1ccccc1NC(=O)Cc1nc(CCl)cs1 | 4 | 2 | -2 | -3 | 68* | -1 | 0 | -2 | 7
CCOc1ccccc1NC(=S)NC(=O)CCCOc1ccc(Cl)cc1Cl | -33 | -4 | -3 | 6 | -8 | 2 | -22 | -11 | -21
Cc1nnc(C)n1/N=C/c1cccnc1 | -6 | 3 | 7 | 1 | -1 | 2 | -2 | 5 | 8
CN(CC(=O)Nc1ccc(N2CCOCC2)cc1)C(=O)CCc1ccccc1Cl | 1 | -3 | 5 | 4 | -1 | -3 | 3 | 5 | -12
OC(COCCOc1ccc(Br)cc1)CN1CCN(Cc2ccccc2)CC1 (centres undefined) | -6 | 11 | 3 | 20 | 3 | -4 | -2 | 11 | -3
COc1ccccc1NC(=O)CCN1CCN(C)CC1 | 5 | 10 | -1 | 3 | 3 | -2 | 5 | 10 | 3
N#CCc1cccnc1Sc1ccc(Cl)cc1 | 8 | 5 | 7 | -6 | -1 | -1 | 1 | 4 | 0
CCS(=O)(=O)c1nc(S(=O)(=O)c2ccc(C)cc2)c(N2CCC3(CC2)OCCO3)s1 | 11 | 2 | -8 | 12 | -3 | 2 | 4 | 2 | 6
CCN(Cc1ccccc1)CC(O)COc1ccccc1 (centres undefined) | 5 | 1 | -6 | -10 | -2 | 3 | 2 | 2 | -4
O=C(c1ccncc1)N1CCN(C2CCCCC2)CC1 | -4 | 0 | 7 | 7 | 0 | 0 | 0 | 13 | 6
O=C(Nc1cccc(C2OCCCO2)c1)c1cccs1 | 9 | 1 | -3 | -6 | 0 | 5 | -1 | -1 | 0
CC1CCc2c(sc3ncn4c(SCC(=O)NCc5ccco5)nnc4c23)C1 (centres undefined) | 6 | -2 | 1 | 5 | 4 | 3 | -6 | 3 | 4
[O-][N+]12CCN(CC1)c1ccccc12 | 3 | 7 | 0 | 12 | -4 | -5 | 1 | 7 | 3
COc1ccccc1N(CC(=O)NCCc1ccccc1)C(=O)CCC(=O)Nc1cc(C)ccn1 | 5 | -4 | 3 | 6 | 10 | 1 | 0 | 4 | -2
CCOc1cc(N2CCOCC2)c(OCC)cc1NC(=O)CSc1n[nH]c(N)n1 | 3 | 4 | 4 | -1 | 3 | -4 | -2 | 1 | 0
COc1ccc(-c2oc3ccc(-c4ccc(OC)nc4)cc3c2C#CC2(O)CCCCC2)cc1 | -21 | -9 | 2 | 15 | 0 | -2 | -12 | -7 | -20
Cn1nc(C(C)(C)C)c([N+](=O)[O-])c1C(=O)Nc1ccccc1 | 0 | 2 | 24 | 4 | 1 | -10 | -2 | 4 | 3
O=C(CSc1nc2cc(Cl)ccc2s1)NC(=O)NCc1ccco1 | 3 | -21 | 5 | -8 | -6 | -4 | -4 | 2 | 2
Cn1c(CN2CCCC2)nc2cc(NC(=O)COc3ccc(Cl)cc3)ccc21 | 5 | 7 | 8 | 17 | 2 | 2 | -4 | 7 | -10
Nc1nc(N2CCCCC2)nc2ccccc12 | 7 | 0 | -3 | 13 | 12 | -3 | 8 | -1 | 6
CC(=O)Nc1sc2c(c1C#N)CCCC2 | 0 | -4 | -3 | 7 | -1 | -7 | -1 | 15 | 7
CCCOc1ccc(C(=O)N2CC3(CC(c4cccc(NC(=O)[C@@H]5CCC(=O)N5)c4)=NO3)C[C@H]2C(=O)NC2(C(N)=O)CC2)cc1 (some centres undefined) | 5 | 6 | 8 | -3 | 0 | 1 | 1 | 14 | 9
Cc1cccc(NC(=O)C2CCN(C(=O)NC3CCCCC3)CC2)c1 | -4 | 3 | 15 | -2 | -4 | -4 | -1 | 1 | 9
CCCC(=O)Nc1ccc(S(=O)(=O)N2CCCC2)cc1 | 1 | 2 | 2 | 5 | -3 | 1 | -6 | 5 | -5
Cc1ccc(OCc2nnc(NC(=O)c3ccco3)s2)cc1 | -2 | 25* | -3 | 2 | 3 | -1 | 0 | 5 | 2
C[C@H](NC(=O)N1CCn2c1nc1ccccc12)C(=O)NCCc1ccccc1 | -1 | 1 | 0 | -6 | -4 | -1 | -5 | 2 | -1
CC(C(=O)O)N1CCCCC1 (centres undefined) | 4 | -1 | 4 | 12 | 10 | -7 | 1 | 5 | 3
CCOC(=O)N1CCN(C(=O)C2CCN(Cc3cccc(OCc4ccccc4)c3)CC2)CC1 | 8 | 6 | 3 | 17 | 2 | -1 | 3 | 1 | -1
Cc1ccnc(NC(=O)c2ccc([N+](=O)[O-])s2)c1 | 11 | 7 | 0 | 0 | 14 | 1 | 10 | 2 | 4
O=C(NC(=S)Nc1cccc(Cl)c1)c1cncc(Br)c1 | -6 | x | -3 | -9 | -8 | 6 | -2 | x | x
O=S(=O)(Nc1cc2nc3ccccc3nc2n1Cc1ccccc1)c1ccc(Cl)cc1 | 57* | 47* | 14 | 50* | 73* | 72* | 54* | 63* | 66*
CC[C@@H]1C=C(C(=O)O)[C@H](c2ccc3c(c2)OCO3)N1S(=O)(=O)c1ccc(C)cc1 | x | 7 | 2 | 2 | x | 1 | x | 10 | -5
Clc1ccc(-c2n[nH]c3c2CCC3)c(Cl)c1 | -1 | -3 | 9 | -26 | -13 | -5 | -2 | 6 | -1
Cc1nn(C)c(C)c1N1C(=O)c2cccc3c(N)ccc(c23)C1=O | 13 | 18 | 17 | 4 | 12 | 31* | 11 | 24 | 19
Cc1ccc(NS(=O)(=O)c2ccc(Cl)c(N=Nc3c(O)[nH]c(=O)[nH]c3=O)c2)cc1Cl | x | 16 | 89* | 32 | x | 3 | x | 26* | 41*
CC1(C)CC(NC(=S)NCc2ccc3c(c2)OCO3)CC(C)(C)N1 | -2 | x | 2 | 21 | 3 | 2 | 0 | x | x
COc1ccc(-c2noc(C3CCCN(C(=O)c4cccc(C)c4)C3)n2)cc1 (centres undefined) | 10 | 2 | -4 | 11 | 8 | 3 | 6 | -3 | -2
CCCn1c(SCC(=O)Nc2cc(Cl)ccc2Cl)n[nH]c1=O | 6 | 5 | 3 | 1 | 1 | 2 | 1 | 4 | -1
O=S(=O)(Nc1nc2ccccc2nc1NCC1CCCO1)c1ccc(F)cc1 (centres undefined) | 5 | 4 | 3 | 6 | -7 | -1 | 1 | -1 | 8
COc1ccccc1NC(=O)CN1CCN(c2ccccc2)CC1 | -5 | 4 | 5 | 42 | 9 | -2 | -3 | 11 | -4
CC(C)Cn1c(N)c(C(=O)COC(=O)c2ccc3ccccc3n2)c(=O)n(C)c1=O | -3 | 8 | 9 | -24 | -1 | -4 | 2 | 5 | 0
COc1cccc(NC(=O)CN(C)C(=O)CC(C)c2ccccc2)c1 (centres undefined) | 5 | 6 | 2 | 5 | -2 | -5 | -1 | 1 | -3
O=C(CCCn1cnc([N+](=O)[O-])n1)Nc1cc(Cl)ccc1O | 3 | -3 | 1 | -2 | -3 | 2 | -1 | 6 | -3
Cc1c(C(=O)NCCN2CCOCC2)oc2ccccc12 | -6 | 4 | 9 | -3 | 4 | -3 | -5 | 0 | -3

Arranged by length of the SMILES (descending): some entries from above.
SMILES | LYPLA2 counter | PAFAH1B2 inh | pPAFAH inh | PREPL inhibitor | GSTO1 inh | PAD4 inh | LYPLA1 inh | PAFAH1B3 FP inh | PAFAH2 inh
CC[C@@H]1C=C(C(=O)O)[C@H](c2ccc3c(c2)OCO3)N1S(=O)(=O)c1ccc(C)cc1 | x | 7 | 2 | 2 | x | 1 | x | 10 | -5
Cc1ccc(NS(=O)(=O)c2ccc(Cl)c(N=Nc3c(O)[nH]c(=O)[nH]c3=O)c2)cc1Cl | x | 16 | 89* | 32 | x | 3 | x | 26* | 41*
CC(C)Cn1c(N)c(C(=O)COC(=O)c2ccc3ccccc3n2)c(=O)n(C)c1=O | -3 | 8 | 9 | -24 | -1 | -4 | 2 | 5 | 0
O=S(=O)(Nc1cc2nc3ccccc3nc2n1Cc1ccccc1)c1ccc(Cl)cc1 | 57* | 47* | 14 | 50* | 73* | 72* | 54* | 63* | 66*
COc1ccc(-c2noc(C3CCCN(C(=O)c4cccc(C)c4)C3)n2)cc1 (centres undefined) | 10 | 2 | -4 | 11 | 8 | 3 | 6 | -3 | -2
Cc1nn(C)c(C)c1N1C(=O)c2cccc3c(N)ccc(c23)C1=O | 13 | 18 | 17 | 4 | 12 | 31* | 11 | 24 | 19
O=C(CCCn1cnc([N+](=O)[O-])n1)Nc1cc(Cl)ccc1O | 3 | -3 | 1 | -2 | -3 | 2 | -1 | 6 | -3
COc1cccc(NC(=O)CN(C)C(=O)CC(C)c2ccccc2)c1 (centres undefined) | 5 | 6 | 2 | 5 | -2 | -5 | -1 | 1 | -3
CCCn1c(SCC(=O)Nc2cc(Cl)ccc2Cl)n[nH]c1=O | 6 | 5 | 3 | 1 | 1 | 2 | 1 | 4 | -1
O=C(NC(=S)Nc1cccc(Cl)c1)c1cncc(Br)c1 | -6 | x | -3 | -9 | -8 | 6 | -2 | x | x
COc1ccccc1NC(=O)CN1CCN(c2ccccc2)CC1 | -5 | 4 | 5 | 42 | 9 | -2 | -3 | 11 | -4
Cc1c(C(=O)NCCN2CCOCC2)oc2ccccc12 | -6 | 4 | 9 | -3 | 4 | -3 | -5 | 0 | -3
